MOR-DOR inv ag: mu-delta opioid heterodimer inverse agonism. P35372+P41143. inhibition, % at 9.3 µM. 340,000 compounds, 0.21% hits. cell-based MOR-DOR heterodimer luminescence; in the data active = inhibition above about 22%, passing the limit was not always enough;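 note: 0% = cells with DMSO and 100% = wells without cells with DMSO; values of inactives mirror those of a sister screen read the other way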
Target sequence (P35372 whole entry, looked up): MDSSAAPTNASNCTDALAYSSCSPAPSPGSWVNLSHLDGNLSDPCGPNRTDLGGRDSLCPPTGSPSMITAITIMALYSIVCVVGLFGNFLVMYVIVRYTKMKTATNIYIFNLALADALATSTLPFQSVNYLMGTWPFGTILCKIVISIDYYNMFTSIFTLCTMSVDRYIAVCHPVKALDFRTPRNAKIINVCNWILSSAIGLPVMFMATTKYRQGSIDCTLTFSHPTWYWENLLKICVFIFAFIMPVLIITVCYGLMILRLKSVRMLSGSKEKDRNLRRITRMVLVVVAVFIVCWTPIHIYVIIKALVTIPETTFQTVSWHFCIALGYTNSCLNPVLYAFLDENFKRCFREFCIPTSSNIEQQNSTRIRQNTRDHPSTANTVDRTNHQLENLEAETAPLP
Target sequence (P41143 whole entry, looked up): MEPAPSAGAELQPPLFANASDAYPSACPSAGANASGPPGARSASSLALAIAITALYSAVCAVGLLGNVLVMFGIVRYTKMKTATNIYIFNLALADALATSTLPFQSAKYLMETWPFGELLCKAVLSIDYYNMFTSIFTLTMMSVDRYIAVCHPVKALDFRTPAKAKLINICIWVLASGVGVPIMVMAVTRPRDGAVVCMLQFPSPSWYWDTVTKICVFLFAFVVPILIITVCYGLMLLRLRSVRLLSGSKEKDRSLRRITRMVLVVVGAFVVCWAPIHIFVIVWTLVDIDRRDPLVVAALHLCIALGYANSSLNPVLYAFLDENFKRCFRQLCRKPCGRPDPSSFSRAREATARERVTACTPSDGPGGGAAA
PKA-R1A act: PKA-R1A complex activation; PKA-R1A dissociation, Cy5-IP20 fluorescence polarization; scaled: DMSO 0%, 113 µM cGMP 100%; activation, % at 11.4 µM; 340,000 compounds, 0.083% hits; AID 504707;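 active = percent activation above the mean of all tested compounds plus 3 SD, cut at about 19% in these data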;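 note: higher means more PKAc released from R1A so a rise in polarization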
E coli growth: bacterial growth inhibition, counter-screen for AddAB inhibitors; inhibition, % at 11.9 µM; 330,000 compounds, 0.27% hits; E. coli V3065 growth, OD600 absorbance, 18 h; AID 449728;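 active = inhibition above the campaign's mean inhibition across all tested compounds plus 3 SD, cut at about 9.9% in these data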;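 note: uninfected addAB+ strain grown without phage in ampicillin broth; 0% = DMSO wells and 100% = ciprofloxacin 0.95 µg/ml wells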
HTR5A ag: counter-screen for OPRM1-OPRD1 agonists: human HTR5A agonism | HTR5A agonist assay, luminescence, cell-based | activation, % at 9.3 µM | 340,000 compounds, 0.61% hits; in the data active = activation mostly above about 9.5%, no sharp cut-off; inactive = mostly below about 7.6%;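 note: 0% = cells with vehicle only and 100% = reference agonist; strong numbers were not always called active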
OPRM1-OPRD1 ag: OPRM1-OPRD1 heterodimerization agonism. P35372+P41143. 340,000 compounds, 0.3% hits. activation, % at 9.3 µM. cells, luminescence; in the data active = activation above about 18%;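 note: 0% = vehicle-treated cells and 100% = reference agonist; values of inactives mirror those of a sister screen read the other way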
HTR5A inv ag: HTR5A inverse agonism, opioid heterodimer counter-screen | HTR5A cell line, luminescence | P47898 | inhibition, % at 9.3 µM | 340,000 compounds, 0.083% hits; in the data active = inhibition mostly above about 23%, no sharp cut-off; inactive = mostly below about 18%;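 note: 0% = cells with DMSO and 100% = no-cell wells with DMSO; some compounds called inactive have numbers as strong as hits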
PfHsp90 yeast 2: inhibits growth of yeast expressing Plasmodium falciparum Hsp90; S. cerevisiae expressing PfHsp90, BacTiter-Glo ATP, 48 h; yeast lacking PDR1 and PDR3 efflux regulators; inhibition, % at 9.4 µM; 310,000 compounds, 0.32% hits; AID 504621;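 active = every replicate shows inhibition above about 80%, whatever the replicate mean, limit read from the data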;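 note: 0% = DMSO neutral controls and 100% = 20 µM radicicol positive controls; yeast relying on Plasmodium falciparum Hsp90 in place of its own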
Pemphigus Ab inh: inhibitors of pemphigus antibody binding to human desmoglein-3. 310,000 compounds, 0.48% hits. P32926. binding (percent of control), % at 10 µM. DSG3-coupled beads, scFv-anti-DSG3-GFP binding, flow cytometry; active compounds read low;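 active = binding more than 3 SD below its plate's average and above zero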;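 note: hits lower antibody fragment binding to DSG3; some compounds called inactive have numbers as strong as hits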
phage Ecoli inh: E. coli growth loss with phage present | growth absorbance | inhibition, % at 11.9 µM | 360,000 compounds, 0.26% hits | AID 651602; in the data active = inhibition above about 11%
Mot1-301 SUMO: blocks SUMOylation pathway, rescuing yeast Mot1-301 growth | S. cerevisiae Mot1-301 growth rescue, ATP luminescence, 38.5C; percent above DMSO median, 100 means doubled | growth rescue, % at 18.8 µM | 320,000 compounds, 1% hits;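 active = every valid replicate shows activation above 250% relative to neutral control wells; inactive = the rest, any valid replicate at or below 250%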;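 note: OY570 slx delta 5 strain wells were the positive control but not used for scaling; some compounds called inactive have numbers as strong as hits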
AddAB inh: less growth of phage-infected E. coli with AddAB; E. coli expressing H. pylori AddAB, absorbance growth; inhibition, % at 11.9 µM; 330,000 compounds, 0.29% hits; AID 435030; in the data active = inhibition above about 12%;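 note: 0% = vehicle wells of infected cells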
* hit, by the source's call; i = inactive; · = not tested or not shown.

SMILES	MOR-DOR inv ag	PKA-R1A act	E coli growth	HTR5A ag	OPRM1-OPRD1 ag	HTR5A inv ag	PfHsp90 yeast 2	Pemphigus Ab inh	phage Ecoli inh	Mot1-301 SUMO	AddAB inh
COc1ccc(CNC(=O)C2CCCN(S(=O)(=O)c3ccc4c(c3)C(C)(C)C(=O)N4C)C2)cc1 (stereo not given)	3	-3	-1.6	4	-0.6	-10	8	99	1.6	-8	-0.4
CCC(C)(C)NC(=O)C1CCN(c2nc(C)cc(C)n2)CC1	-24	-4	-0.3	2	4.3	4	-4	105	2.0	-6	4.0
CCOC(=O)Cn1ccc(-c2ccccc2)c(C#N)c1=O	10	-13	3.3	4	-1.9	3	15	94	3.3	-4	3.9
Nc1ccc2c(c1)OCCOCCOCCOCCOCCO2	-30	5	-0.8	4	6.0	-15	7	94	1.7	-23	2.9
CCN(c1ccccc1)S(=O)(=O)c1cc2c3c(c1)CCN3C(=O)CC2	-2	1	-1.1	2	0.3	-6	0	116	2.3	-4	1.3
CCNS(=O)(=O)c1ccc(CCC(=O)NC2CCCC2)cc1	16	-9	1.7	0	-3.1	9	1	108	-0.5	-19	2.9
Cc1sc2ncnc(SCC(=O)Nc3ncccc3O)c2c1C	5	-5	-2.3	10	-1.1	-26	1	97	-1.0	30	-1.9
On1c(-c2ccc(Cl)cc2)nc2ccccc21	·	·	0.4	·	·	·	12	·	5.0	-24	4.3
C/C(=N\NC(=S)Nc1ccc(C(C)C)cc1)c1ccc2c(c1)OCO2	-14	-10	0.6	1	3.0	21	-42	109	-0.1	5	-1.7
CC1(C)OC2C(CO)OC(n3cnc4c(=S)nc[nH]c43)C2O1 (stereo not given)	16	1	1.3	-2	-3.0	4	-7	85	1.9	65	0.0
O=C(O)C1CCN(C(=O)CSc2nnc(-c3ccccc3)o2)CC1	-2	8	-0.1	-3	0.4	7	-37	·	1.9	4	3.5
O=C1CCc2cc(S(=O)(=O)NCCC(=O)N3CCN(c4cccc(Cl)c4)CC3)ccc2N1	8	-2	2.2	1	-1.6	-15	·	106	2.2	64	3.4
C=Cc1ccc(Cn2nc(-c3ccccc3)ccc2=O)cc1	-48	1	0.0	3	8.4	-10	-44	91	3.4	-15	1.8
Cc1nc2ccc(NC(=O)[C@@H](NC(=O)c3c(F)cccc3F)C(C)C)cc2s1	12	-15	0.3	0	-3.0	0	6	264	2.0	-8	3.4
CC(=O)Nc1ccc(S(=O)(=O)N2CCN(CC(=O)N3CCOCC3)CC2)cc1	·	·	-0.2	·	·	·	7	88	2.1	4	4.8
COc1cccc(C2/C(=C(/O)c3ccc4c(c3)CC(C)O4)C(=O)C(=O)N2c2nnc(C)s2)c1 (stereo not given)	3	-9	0.3	0	-0.5	-25	-4	93	-0.3	-32	2.1
FC(F)(F)COc1nc(OCC(F)(F)F)nc(N2CCN(c3ccccc3)CC2)n1	-5	-8	1.0	3	1.3	15	22	106	1.1	-4	2.4
CC1=Nc2cc(C(=O)NCC3CCCO3)ccc2Sc2ccc(C)cc21 (stereo not given)	1	0	-2.6	1	-0.3	-3	0	98	0.5	-6	3.4
Cc1cccc(C(=O)NCc2nnc(SCC(=O)NC3=NCCS3)n2C)c1	-12	4	0.3	0	1.5	1	1	107	-0.3	-13	2.9
Nc1cc(-c2nn[nH]n2)ccc1F	0	-6	-0.1	5	-0.1	-18	0	·	3.0	-10	2.5
Cc1cccc(OCc2nc(C#N)c(NCCN(C)C)o2)c1	6	12	0.3	8	-1.1	-22	9	101	1.4	-1	-0.2
Cc1ccc(SCC(=O)Nc2cc(C)on2)cc1	6	8	-1.4	4	-1.1	-7	·	90	1.8	299	0.2
Cc1cc(NC(=O)c2ccc3c(c2)C(=O)N(C(C)(C)C)C3=O)no1	6	15	0.7	4	-1.1	-9	-21	101	4.6	447*	5.3
CN(Cc1ccccc1)C(=O)c1[nH]cnc1C(=O)N[C@@H](CCCCNC(=O)OC(C)(C)C)C(=O)OC(C)(C)C	-6	-1	-2.1	1	1.0	-3	26	111	·	28	1.4
CCCCC(=O)Nc1cccc(C(=O)N/N=C/c2ccc(OC)cc2OC)c1	0	-11	1.0	4	0.1	-26	37	123	2.8	-14	0.7
COc1ccc(C(=O)C2CCCN(Cc3ccc(Sc4nncn4C)o3)C2)cc1F (stereo not given)	·	·	1.1	·	·	·	-1	125	6.3	-6	3.2
CC1=C(C#N)C(=O)NC(C)(C)C1	8	-10	-1.5	-6	-1.5	-14	13	104	2.4	11	-1.0
CCOC(=O)C1=C(C)OC(N)=C(C#N)C1c1cccc(C)c1 (stereo not given)	12	-9	-1.9	-1	-2.2	3	-9	98	1.1	2	0.4
CN(C(=O)c1cccc(S(=O)(=O)N2CCOCC2)c1)c1c(N)n(Cc2ccccc2)c(=O)[nH]c1=O	9	-4	2.1	-4	-2.2	10	5	·	0.6	-7	1.2
CCOc1cc2c(cc1OCC)C(c1ccccc1OC)OC(=O)C2 (stereo not given)	7	-6	-0.2	0	-1.4	-7	3	108	3.6	30	2.0
S=c1[nH]c(-c2ccc(Cl)cc2)cs1	6	3	2.7	1	-1.3	-2	-10	98	0.9	30	2.2
COC(=O)CCCC(=O)N1CCOCCN(C(=O)CCCC(=O)OC)CCOCC1	6	-3	1.5	-4	-1.6	-6	-3	100	1.1	i	3.5
COc1ccc(-c2nc(CS(=O)CC(=O)N3CCN(C)CC3)c(C)o2)cc1 (stereo not given)	9	1	-0.4	1	-1.6	-7	2	94	-0.6	12	-0.1
CCN1CCN(c2ccc(S(=O)(=O)N3CCCCC3)cc2NC(=O)c2ccccc2)CC1	-9	-8	1.0	3	1.4	3	·	99	4.6	-8	-0.3
CC(C)CN(CC(C)C)C(=S)Nc1ccc(Cl)cc1	-9	2	1.0	1	1.7	-4	11	102	3.2	13	1.4
Cc1ccc(/C=C/C(=O)OCC(=O)c2ccc3c(c2)NC(=O)CO3)o1	14	3	-2.4	1	-2.9	-4	21	124	-0.1	17	-1.4
CCCOc1ccc(OCCn2nc(C(=O)O)c3ccccc3c2=O)cc1	2	-8	-0.6	3	-0.5	-9	-1	99	1.2	-7	4.6
CCn1c(-c2cc(C3CC3)nc3ccccc23)n[nH]c1=S	10	6	-1.0	-2	-1.9	30	-13	89	1.5	2	-1.8
Cc1cc(S(=O)(=O)N2CCCOC2CNC(=O)C(=O)NCCc2ccco2)ccc1F (stereo not given)	7	-6	0.9	1	-1.3	-9	-2	107	1.7	-12	-0.7
Fc1ccc(NC(=S)N2N=CCC2c2ccccc2)cc1 (stereo not given)	5	0	0.2	0	-1.0	26	-2	·	3.2	-52	2.2
Cc1ccc(/C=C/C(=O)Nc2ccc(N(C)C)cc2)o1	-6	2	0.3	0	1.2	26	-3	102	6.4	16	6.9
Cc1ccc(S(=O)(=O)NC(CC(=O)O)c2cccs2)cc1 (stereo not given)	12	-12	0.9	3	-2.4	-10	-1	·	0.3	156	-0.3
COc1ccccc1NC(=O)CC1C(=O)NCCN1C(=O)Nc1ccccc1 (stereo not given)	-1	1	0.4	1	0.2	-6	1	106	1.6	-4	2.5
COc1ccc(-c2cc(C(=O)NCc3ccco3)no2)cc1OC	11	3	-0.8	3	-1.8	-14	·	94	1.8	73	1.9
Cc1ccc(C)c(NC(=O)CSc2nnc(-c3ccncc3)n2N)c1	20	1	0.6	0	-4.3	-7	·	105	4.2	514	-0.2
COc1cc(OC)c(OC)cc1/C=C1/C(=O)N=C(N)N1C	10	0	1.3	2	-2.1	-22	-26	111	2.2	8	2.5
CN(CC(=O)NCc1ccc2c(c1)OCO2)CC(=O)Nc1ccc(F)c(F)c1F	9	-6	3.2	3	-2.3	-8	5	92	1.3	13	-0.7
Cc1ccc(O)c(C(=O)c2cnn(C(=O)Cc3csc(C)n3)c2)c1	7	12	-1.3	1	-1.6	11	6	115	-0.9	61	1.9
COc1ccc(OCC(=O)Nc2ccc3oc(=O)ccc3c2)cc1	8	-5	2.7	2	-1.2	-13	9	106	4.5	7	-0.9
Cn1c(=O)n(Cc2ccc(Br)cc2)c2ccccc21	-7	-12	1.1	1	1.4	9	·	125	1.7	317	0.3

2 compounds picked at random from those above:
SMILES	MOR-DOR inv ag	PKA-R1A act	E coli growth	HTR5A ag	OPRM1-OPRD1 ag	HTR5A inv ag	PfHsp90 yeast 2	Pemphigus Ab inh	phage Ecoli inh	Mot1-301 SUMO	AddAB inh
Cc1ccc(S(=O)(=O)NC(CC(=O)O)c2cccs2)cc1 (stereo not given)	12	-12	0.9	3	-2.4	-10	-1	·	0.3	156	-0.3
Cc1ccc(/C=C/C(=O)Nc2ccc(N(C)C)cc2)o1	-6	2	0.3	0	1.2	26	-3	102	6.4	16	6.9

More results follow:
SMILES	MOR-DOR inv ag	PKA-R1A act	E coli growth	HTR5A ag	OPRM1-OPRD1 ag	HTR5A inv ag	PfHsp90 yeast 2	Pemphigus Ab inh	phage Ecoli inh	Mot1-301 SUMO	AddAB inh
Oc1ccc(Cl)cc1C(C#Cc1ccccc1)N1CCOCC1 (stereo not given)	-1	5	0.3	3	0.2	-17	-25	105	1.3	198	2.9
CCc1cc(=O)oc2cc(C)cc(OCC(C)=O)c12	·	·	2.0	·	·	·	·	102	4.7	7	5.2
Cc1nnc2c3ccccc3c(-c3cccc4ccccc34)nn12	15	4	·	0	-2.8	1	-2	96	3.5	·	·
COc1cc(OC)c(C(=O)N/N=C/c2ccoc2)cc1OC	5	0	2.4	-3	-0.9	-7	16	·	2.8	-1	3.4
O=C(Nc1cccc(S(=O)(=O)NC2=NCCC2)c1)c1cc(-c2ccco2)nc2ccccc12	4	2	0.0	2	-0.8	-5	-17	64	0.8	208	2.5
CCOC(=O)c1sc(=S)n(-c2ccc(Cl)cc2)c1C	-4	-4	0.8	-6	0.7	6	2	98	2.1	26	2.4
C[C@H]1CN=C(N(C)C)N1CCc1cccc(F)c1	9	4	0.0	3	-1.7	-7	-6	102	2.1	-15	3.5
CN(C)C(CNC(=O)c1cccc(S(=O)(=O)N2CC3(C)CC2CC(C)(C)C3)c1)c1ccco1 (stereo not given)	-15	-5	-2.2	-4	2.9	0	·	104	0.1	-10	0.0
Cc1nc(-c2cc(-c3nc(-c4cc(C(F)(F)F)cc(C(F)(F)F)c4)no3)no2)cs1	·	·	-1.5	·	·	·	·	109	0.2	-7	-0.6
C=CCn1c(COc2ccc(OC)cc2)nnc1SC(C)C(=O)NC1CC1 (stereo not given)	9	0	-2.1	-2	-2.2	5	22	·	5.6	10	1.1
Nn1c(SCC(=O)N2CCCc3ccccc32)nnc1-c1ccccc1	16	-3	-2.5	-4	-3.7	9	-9	·	3.1	3	1.0
N/C(=N\OC(=O)c1ccc2c(c1)OCO2)c1cccc([N+](=O)[O-])c1	-17	-2	1.8	-1	3.7	6	-19	98	4.2	-16	0.8
COc1ccc(S(=O)(=O)NCc2ccccn2)cc1NC(=O)c1ccc(C)cc1	10	8	1.9	8	-2.0	-21	18	104	4.1	127	0.2
O=C(O)c1ccc(CSc2nnc(COc3ccc(Cl)cc3Cl)o2)cc1	12	-2	2.3	2	-2.3	-4	-17	93	1.6	0	-2.3
C=CCN(C(=O)c1csnn1)C(C(=O)NC1CCCCC1)c1ccc(Cl)cc1 (stereo not given)	0	-2	2.8	6	0.1	-10	-4	100	-0.7	70	3.1
C/C(=C\c1ccccc1)CN1CCN(c2cccc(Cl)c2)CC1	-5	-20	1.2	0	0.8	1	8	93	-0.9	160	-0.9

Bioassay records: PubChem, several laboratories
